# TCR activator: activates T cell receptor signaling. primary human leukocytes, anti-CD3, IL-2 HTRF, 48 h. Potency, µM (titrated, usually from 9.22 µM), without a hit: at the highest dose activation of IL-2 secretion, actives largely listed as activators. 330,000 tested, under 10 active. AID 504894; also: % of control where 0% means no effect
#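 IL-2 release read by HTRF sandwich (Eu cryptate donor, d2 acceptor, 665 nm emission) after 48 hr exposure of primary human leukocytes to compound together with anti-CD3 beads in the absence of co-stimulatory signals.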
# TSHR antagonist: human thyrotropin receptor antagonism | AID 504810 | TSHR-expressing cells, TSH-stimulated cAMP HTRF, 2 h; hits give low values | P16473 | 330,000 tested, 0.2% active | activity change, negative = inhibition, % at 11.5 µM;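 active = activity change below a set negative limit, meaning inhibition stronger than a set level, cut at about -70% in these data; inconclusive = activity change between two set negative limits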; also: % is scaled to controls: 0 for no effect and ±100 for the full control effect
#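 Inhibition of cAMP made by TSHR-expressing cells under TSH stimulation (4nM final, EC80; 2 h, 37 deg C) is quantified with a one-step lysis HTRF kit, anti-cAMP cryptate versus cAMP-d2.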
# PTAP TSG101 blk: blocks PTAP/TSG101 interaction to inhibit HIV-1 budding | Q99816 | 340,000 tested, under 10 active | AID 493005 | Fluorescence polarization, FITC-PTAP peptide / Tsg101 binding | Potency, µM (titrated, usually from 115 µM), for the others: at the top dose activity change, negative = inhibition, usual class: inhibitors; active = well fitted inhibition curve with a large enough effect in the main read-out, with a control signal flat, not every such curve was filed as active; inconclusive = small, poorly fitted or top-dose-only effect, or effect the other way, or a change in a side signal; inactive = no such curve, though single readings can be large or run the other way; also: potency is read from the fitted curve at half-maximal effect; % of control where 0% means no effect
# Target sequence (Q99816 whole entry, looked up): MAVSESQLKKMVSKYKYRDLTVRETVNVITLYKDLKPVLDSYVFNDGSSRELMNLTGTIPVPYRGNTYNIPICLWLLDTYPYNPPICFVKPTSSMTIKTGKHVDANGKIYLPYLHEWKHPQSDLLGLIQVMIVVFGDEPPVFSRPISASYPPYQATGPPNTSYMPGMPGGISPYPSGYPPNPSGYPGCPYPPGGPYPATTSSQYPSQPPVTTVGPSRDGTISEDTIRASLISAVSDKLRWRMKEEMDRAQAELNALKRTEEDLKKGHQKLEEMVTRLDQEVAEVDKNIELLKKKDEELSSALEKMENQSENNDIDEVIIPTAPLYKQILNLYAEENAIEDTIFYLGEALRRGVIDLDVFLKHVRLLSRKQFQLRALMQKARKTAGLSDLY
#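 Fluorescence anisotropy tracks displacement of a FITC-tagged PTAP peptide (50 nM) from the Tsg101 binding domain (10 uM), following a 20 min room-temperature incubation at pH 7.5.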
# A-T KAP1 phos: potential ataxia-telangiectasia treatments restoring KAP-1 phosphorylation. 320,000 tested, 0.19% active. Potency, µM (highest dose often 57.5 µM), for inactives: at the highest dose activation, most hits filed as activators. […] A-T fibroblasts, KAP-1 phosphorylation AlphaLISA; neocarzinostatin DNA damage 30 min before lysis; also: potency is read from the fitted curve at half-maximal effect; % of control where 0% means no effect; nearly all actives have a fitted effect of over 45% in size
#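 ATM-like activity read as KAP-1 phosphorylation via AlphaLISA donor/acceptor antibody pairs after lysis and 6 hr at 25C. Cells were ATM-null patient fibroblasts ([…], hTERT), dosed 60 min, then exposed to the DSB inducer NCS for 30 min.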
# Eya2 phos inh: inhibitors of human Eya2 phosphatase activity; O00167; Potency, µM (series often up to 76.9 µM), without a hit: at the highest dose activity, negative = inhibition, usual class: inhibitors; recombinant Eya2, OMFP fluorescence dephosphorylation (OMFP is methylfluorescein phosphate); 330,000 tested, 0.006% active; also: potency is read from the fitted curve at half-maximal effect; % is scaled to controls: 0 for no effect and ±100 for the full control effect
#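 Eya2 (0.2 uM) preincubated 10 min at ambient with compound, then OMFP substrate added at 50 uM; 10 min reaction in 50 mM HEPES pH 7.5, 50 mM NaCl, 5 uM MgCl2, 0.05% BSA, 1 mM DTT. Fluorescence read at Ex 485/Em 525 nm.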
# a7 integrin act: integrin-mediated muscular dystrophy alleviation activation | Potency, µM (top dose mostly 38.3 µM), inactives show at the top dose activation, actives largely listed as activators | 350,000 tested, 0.064% active | alpha7betagal myoblasts, beta-gal FDG fluorescence, 48 h | AID 624291;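 also: potency is read from the fitted curve at half-maximal effect; 100% = response of the positive control SU9516; nearly all actives have a fitted effect of over 60% in size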
#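 alpha7betagal+/- myoblasts (passage 13, 250/well) treated 48 h at 37C with compounds at 1:260 dilution of DMSO stock. Lysed, then beta-galactosidase activity read as FDG fluorescence (ex 480/em 540) after 30 min, with pre-read for autofluorescence.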
# Mito fusion yeast: mitochondrial division inhibition or fusion activation | 320,000 tested, 0.23% active | S. cerevisiae fusion-defective mutant growth rescue, CellTiterGlo 48 h | Potency, µM (titrated, usually from 46.1 µM), inactives show at the highest dose growth rescue (activation), usual class: activators;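 also: potency is read from the fitted curve at half-maximal effect; % of control where 0% means no effect; nearly all actives have a fitted effect of over 45% in size; temperature-sensitive fusion mutants such as fzo1-1 at 37 °C on non-fermentable ethanol glycerol medium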
#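 Yeast fusion mutant, YPEG (non-fermentable carbon), compound, 48 h at 37C non-permissive; CellTiterGlo added, 10 min RT, luminescence read. Rescued growth = division inhibition.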
# Tb PFK block: T. brucei PFK enzyme inhibition | 330,000 tested, 0.17% active | Potency, µM (titrated, usually from 57.5 µM), inactives show at the highest dose activity, negative = inhibition, usual class: inhibitors | AID 485367 | T. brucei PFK, ADP-Glo luminescence | O15648;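 also: potency is read from the fitted curve at half-maximal effect; 0% = uninhibited 1x PFK enzyme wells and -100% = no-enzyme wells; nearly all actives have a fitted effect of over 60% in size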
#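 ADP-Glo luminescence quantified ADP after 45 min at room temperature, with 1.25 nM T. brucei PFK, 0.1 mM ATP and 0.5 mM fructose-6-phosphate in pH 8.0 TEA buffer. qHTS titrations up to 57 µM; curves classified by quality.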
# ELG1 repair inh: inhibitors of ELG1-dependent DNA repair in HEK293T cells. Potency, µM (top dose mostly 46.1 µM), for the others: at the highest dose activity change, negative = inhibition, usual class: inhibitors. 330,000 tested, 2.3% active. HEK293T ELG1-luciferase reporter, luminescence, 16 h; DNA damage induced by 5-fluorouridine. AID 504467; also: potency is read from the fitted curve at half-maximal effect; % is scaled to controls: 0 for no effect and ±100 for the full control effect; nearly all actives have a fitted effect of over 55% in size
#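 5-Fluorouridine DNA damage + compound/DMSO, 2,000 cells/well, 16 h, 37 °C/5% CO2. ONE-Glo, 30 min RT, luminescence. Readout = decrease in reporter signal.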
# S-ASM inh: human S-ASM enzyme inhibition. P17405. placental ASM, HMU-PC fluorogenic substrate, 60 min. Potency, µM (top dose mostly 57.5 µM), for inactives: at the top dose activity change, negative = inhibition, actives largely listed as inhibitors. 340,000 tested, 0.006% active; also: potency is read from the fitted curve at half-maximal effect
# Target sequence (P17405 47-631 limits assumed): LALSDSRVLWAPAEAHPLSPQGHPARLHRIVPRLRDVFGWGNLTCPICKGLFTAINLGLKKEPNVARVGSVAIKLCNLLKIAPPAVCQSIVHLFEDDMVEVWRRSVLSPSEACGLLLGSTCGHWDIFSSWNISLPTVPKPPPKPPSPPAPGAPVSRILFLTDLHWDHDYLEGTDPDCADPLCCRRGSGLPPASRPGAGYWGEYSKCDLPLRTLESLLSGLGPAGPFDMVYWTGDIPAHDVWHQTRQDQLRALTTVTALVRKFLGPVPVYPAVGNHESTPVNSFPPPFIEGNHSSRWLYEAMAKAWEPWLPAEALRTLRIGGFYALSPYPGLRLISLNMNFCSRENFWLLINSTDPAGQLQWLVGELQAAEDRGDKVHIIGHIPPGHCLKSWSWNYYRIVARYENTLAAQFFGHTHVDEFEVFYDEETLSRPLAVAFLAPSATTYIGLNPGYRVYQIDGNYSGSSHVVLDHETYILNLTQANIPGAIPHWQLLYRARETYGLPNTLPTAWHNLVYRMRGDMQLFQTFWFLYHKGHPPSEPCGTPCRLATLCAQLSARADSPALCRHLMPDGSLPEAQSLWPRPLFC
#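 Steps: dispense placental human ASM, pin compound, wait 10 min at room temperature, add HMU-PC0 substrate at 9 uM final, incubate 60 min at 37 °C, add stop solution raising pH to 10, read fluorescence.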
# BCR signal inh: chronic active BCR signaling inhibition; 340,000 tested, 0.05% active; ABC-DLBCL IkBa-CBG/CBR reporter, luminescence ratio, 4 h; Potency, µM (top dose mostly 46.1 µM), for inactives: top-dose ratio change, negative = lower green/red ratio, hits mostly inhibitors; active = well fitted inhibition curve with a large enough effect in the signal ratio, with a control signal flat, not every such curve was filed as active; inconclusive = small, poorly fitted or top-dose-only effect, or effect the other way, or a change in a side signal; the % refers to the signal ratio;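 also: potency is read from the fitted curve at half-maximal effect; plate controls were basal doxycycline-induced cells for no effect and cells given 10 µM MG132 for full effect; MG132 reads +100%, hits lower the ratio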
#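 Compounds up to 46 uM were incubated four hours with TMD8 cells whose green CBG68 luciferase is fused to IkappaBalpha; red CBR luminescence normalised the signal, and concentration-effect curves were fitted to fusion, red and ratio data.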
# * = called active by the depositor; ? = inconclusive; · = not tested or not shown; [ ] = remark or other dose. Unless noted, calls follow the shape of the dose curve; as a rule, active = well fitted curve in the direction sought with a large enough effect; inconclusive = small, poorly fitted or top-dose-only effect, or another doubt; inactive = no such curve, though single readings can be large; an effect the other way counts as inactive or inconclusive.
structure	TCR activator	TSHR antagonist	PTAP TSG101 blk	A-T KAP1 phos	Eya2 phos inh	a7 integrin act	Mito fusion yeast	Tb PFK block	ELG1 repair inh	S-ASM inh	BCR signal inh
O=C1COc2cc(S(=O)(=O)CCC(=O)N3CCCCC3)c(Cl)cc2N1	2.0%	-0.1	1.0%	9.2%	2.6%	4.1%	-1.8%	0.1%	0.3%	3.1%	-1.2%
COc1ccc(NC(=O)CC(C(=O)O)C(C)c2ccccc2)cc1 (stereo not drawn)	0.1%	7.3	-1.6%	-6.7%	-0.4%	7.4%	0.8%	0.5%	6.8%	4.4%	2.5%
C/C(=N/NS(=O)(=O)c1ccc(Cl)cc1)c1cccc(O)c1	2.7%	-3.1	-1.0%	3.7%	3.9%	8.5%	5.3%	0.9%	0.0%	-0.5%	-1.1%
CCc1cc2c(SCC(=O)c3ccc(C)cc3)ncnc2s1	8.0%[46.1 µM]	-21.3	-5.0%	14.9%	-22.8%	26.5%	1.1%	0.2%	11.3%	-1.2%	-0.7%
CNC(=O)CC1C(=O)N(C)C(=S)N1NC(=O)c1ccc(Cl)cc1 (stereo not drawn)	10.4%	3.5	-3.2%	-0.5%	0.3%	-8.2%	1.0%	-1.1%	0.9%	-1.7%	?
CCOC(=O)c1c(NC(=O)CN2CCCc3ccccc32)sc(C)c1C	1.2%[46.1 µM]	-15.7	1.2%	-0.6%	-4.9%	-25.1%	11.6%	0.8%	?	-9.3%	3.2%
Cc1nc(CNS(=O)(=O)c2cc(F)ccc2F)cs1	-1.5%[46.1 µM]	-1.2	-10.1%	-2.9%	7.3%	13.5%	-9.5%	2.5%	1.2%	-0.7%	-2.3%
CC(C)(C)C(=O)Nc1ccc(C(=O)NNC(=O)c2ccccc2)cc1	2.0%	-12.3	1.1%	3.9%	6.7%	18.2%	-7.6%	-0.4%	?	-0.9%	?
COC(=O)C1(Cc2ccccc2)NC(c2ccccc2C)C2C(=O)N(c3ccc4c(c3)OCO4)C(=O)C21 (stereo not drawn)	-4.8%[46.1 µM]	-0.3	0.6%	-0.4%	0.0%	-19.9%	7.6%	3.1%	-21.4%	2.8%	0.1%
Cc1noc(NS(=O)(=O)c2ccc(N/C=C/C(=O)c3ccccc3)cc2)c1C	·	14.0	-5.5%	-6.4%	-24.9%	3.5%[7.66 µM]	2.6%	-1.7%	?	5.8%	?
C#Cc1cccc(C(=O)NC2CCCN(C3Cc4ccccc4C3)C2)c1 (stereo not drawn)	-2.4%	5.6	-1.7%	0.8%	4.9%	-45.8%[inhibitor]	4.8%	-2.0%	-4.1%	-2.0%	0.2%
COc1ccc(OC)c(CN2C(=O)CCC2(C)C(=O)NC2CCCCCC2)c1 (stereo not drawn)	3.6%	-3.7	-4.5%	3.9%	-8.6%	-14.1%	-0.1%	2.2%	7.9%	3.6%	8.8%
O=[N+]([O-])c1ccc(OC/C=C2\Oc3ccc([N+](=O)[O-])cc3C2N2CCOCC2)cc1 (stereo not drawn)	0.0%	-13.5	-2.2%	1.9%	-16.8%	-32.3%	23.4%	1.9%	?	-8.5%	20.1%
CC(C)(C)c1ccc(OCC(=O)NC2CCS(=O)(=O)C2)cc1 (stereo not drawn)	1.6%	-7.3	-1.9%	-16.2%	23.6%	-5.9%	-3.1%	-2.2%	0.0%	1.5%	-12.5%
OC(CCN1CCCC1)(c1ccccc1)C1CCCCC1 (stereo not drawn)	-8.2%	-5.4	-3.0%	2.7%	-1.8%	·	-5.4%	-0.7%	-14.9%	1.2%	?
Nc1nnn(CC(=O)N/N=C/c2ccc(Cl)cc2Cl)n1	-0.2%	6.5	0.8%	-7.5%	11.1%	19.9%	-1.3%	2.0%	17.1%	1.7%	-0.2%
CCOC(=O)c1ccc(N[C@@H]2CCN3C(=O)c4ccccc4[C@@H]3C[C@H]2O)cc1	3.2%[46.1 µM]	55.0	-2.9%	6.0%	7.7%	0.0%	·	0.4%	?	-4.6%	-0.5%
COc1ccc(-c2nn(-c3ccccc3)cc2/C=C/C(=O)OCC(=O)Nc2cccc(C#N)c2)cc1	-27.5%[46.1 µM]	4.4	0.1%	-23.9%	-10.3%	-4.6%	-1.4%	3.8%	-21.1%	66.5%[activator]	4.0%
CCOc1ccc(NC(=O)Cn2nnc(-c3ccccc3NC(=O)C3CC3)n2)cc1	-3.0%	-8.1	3.7%	3.8%	5.6%	-27.5%	-0.5%	-0.4%	?	-0.6%	-6.8%
CNC(=O)c1c(NC(=O)c2ccc(N3C(=O)CCC3=O)cc2)sc2c1CCCC2	-4.7%	1.4	-8.9%	2.3%	-18.8%	-18.3%	-0.5%	8.6%	-0.2%	7.0%	-19.4%
COc1cccc(NC(=O)C2C3CC4OC(=O)C2C4C3)c1 (stereo not drawn)	-10.6%	-5.2	-1.7%	10.2%	-23.6%	22.0%	-0.4%	-2.2%	1.0%	3.3%	-1.9%
COc1ccc(-c2nc3c4ccccc4[nH]c(=O)n3n2)cc1	4.9%	·	-9.1%	·	·	11.4%	8.9%	·	·	5.5%	·
Cc1cc(Cl)ccc1NC(=O)CCC(=O)N/N=C/c1cc([N+](=O)[O-])ccc1O	-2.2%	5.1	4.4%	-5.2%	3.8%	-16.8%	-3.4%	-2.6%	7.3µM*	-7.4%	2.1%
Cc1cc(C)n2nc(SCC(=O)N(C)c3ccccc3)nc2n1	-0.8%	6.7	-3.9%	20.1%	-9.1%	8.0%	-1.5%	1.2%	7.4%	-0.5%	0.2%
O=C(CCN1CCN(CCO)CC1)Nc1ccc(OCc2ccccc2)cc1	3.5%	·	-0.9%	·	·	16.0%[7.66 µM]	1.3%	·	·	0.1%	·
C/C(=N/NC(=O)c1ccc(Br)o1)c1ccncc1	-1.2%[46.1 µM]	6.1	-0.3%	-2.5%	-3.0%	-30.9%	-0.1%	-1.0%	?	3.8%	?
N#CCCNS(=O)(=O)c1ccc(C(=O)OCC2CCCCC2)cc1	-2.9%	-5.6	-2.2%	1.9%	-10.3%	-2.2%	?	2.2%	-0.3%	-4.3%	-3.8%
O=C1c2ccc(Br)cc2C(=O)N1c1ccc(Cc2ccncc2)cc1	-4.2%	-30.6	0.0%	2.1%	-4.7%	3.9%	6.2%	4.3%	-19.1%	-4.2%	-3.3%
COc1ccc(NS(=O)(=O)c2cccc3cccnc23)cc1	-10.2%[46.1 µM]	0.8	-1.7%	-4.1%	0.1%	7.1%	0.3%	0.0%	-14.2%	7.5%	-0.1%
COc1ccc(OC)c(C2=Nn3c(nnc3-c3cccc(OC(C)C)c3)SC2)c1	0.6%	-15.9	-6.9%	6.9%	5.5%	-3.7%	-5.0%	-4.7%	?	-13.3%	0.1%
CN(C)C(=O)c1nnsc1Sc1ccc(Cl)cc1	3.1%	23.4	-4.1%	0.3%	-1.3%	-33.1%	4.3%	2.7%	0.0%	-2.3%	?
O=C(COC(=O)c1ccc[nH]c1=O)NC1CCCCCC1	-5.1%	1.5	-1.3%	5.5%	6.6%	?	-8.7%	1.5%	?	-1.8%	7.6%

# Individual results from the results shown:
# A-T KAP1 phos, CNC(=O)CC1C(=O)N(C)C(=S)N1NC(=O)c1ccc(Cl)cc1 (stereo not drawn) : -0.5%
# Tb PFK block, Cc1cc(Cl)ccc1NC(=O)CCC(=O)N/N=C/c1cc([N+](=O)[O-])ccc1O : -2.6%

# Screening results as filed in PubChem.
